Screens as filed in PubChem BioAssay.
p53 reactivator: qHTS assay for re-activators of p53 using a Luc reporter; Potency, µM (doses to about 92.2 µM), for inactives: at the highest dose activity change, positive = activation, actives largely listed as activators; H1299 p53-A138V BP100-luciferase reporter, luminescence, 24 h; 320,000 compounds, 0.063% hits; further: % of control where 0% means no effect; nearly all actives have a fitted effect of over 45% in size
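H1299 (p53-null), stable ts p53-A138V + BP100-Luc; 1000 cells/well, Opti-MEM/10% FBS; cpd 4 pt, 1:5; 24 h, 37 deg C, 5% CO2; detection reagent 10 min RT; luminescence.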
ELG1 genotox: qHTS screen for small molecules that induce genotoxicity in human embryonic kidney (HEK293T) cells expressing luciferase-tagged ELG1; 330,000 compounds, 1.3% hits; Potency, µM (titrated, usually from 46 µM), for inactives: top-dose activity change, positive = activation, hits mostly activators; HEK293T ELG1-luciferase reporter, luminescence, 16 h; further: % of control where 0% means no effect; nearly all actives have a fitted effect of over 60% in size
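Cells (2,000/well) expressing the ELG1-luciferase fusion are dosed by pin tool and kept 16 hr at 37 °C, 5% CO2. Signal comes from ONE-Glo luciferase reagent after 30 min at room temperature.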
Rab9 prom act: qHTS Assay for Rab9 Promoter Activators; Huh7 Rab9 promoter-luciferase reporter, luminescence, 24 h; Potency, µM (doses to about 9.22 µM), inactives show top-dose activation, negative = inhibition, hits mostly activators; 320,000 compounds, 2.8% hits; AID 485297, 2010; further: % of control where 0% means no effect; nearly all actives have a fitted effect of over 60% in size
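Using Huh7 cells stably transfected with Rab9 promoter–luciferase, compounds were incubated 24 h at 37 °C, 5% CO2; luciferase luminescence was read 10 min after reagent addition.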
BRCA1 expr act: qHTS Assay to Identify Small Molecule Activators of BRCA1 Expression. 380,000 compounds, 1.1% hits. Potency, µM (series often up to 46.1 µM), inactives show at the top dose activation, actives largely listed as activators. MCF7-BRCA1-FFLuc reporter, luminescence, 48 h; response scale: scaled: vehicle 0%, 10 µM genistein 100%. AID 624202, 2012; further: nearly all actives have a fitted effect of over 80% in size; some results filed as inactive show a strong effect at the top dose
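Using MCF7 cells harboring a BRCA1 firefly luciferase reporter, plated 2 h before compound pinning, the screen measured luminescence after 48 h incubation. Responses were normalized to DMSO and 10 microM genistein, then fitted for concentration-effect.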
NPC1 prom act: qHTS Assay for NPC1 Promoter Activators; Huh7 NPC1 promoter luciferase reporter, 24 h; Potency, µM (highest dose often 9.22 µM), for the others: at the top dose activation, most hits filed as activators; 320,000 compounds, 2.4% hits; AID 485313, 2010;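 further: % of control where 0% means no effect; nearly all actives have a fitted effect of over 60% in size; reporter is driven by a mutant NPC1 promoter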
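Quantitative HTS used a cell-based reporter: Huh7 cells stably bearing the NPC1 promoter upstream of luciferase were treated with compounds for 24 h, and promoter activation was read as luminescence.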
uPA generation: qHTS for Inhibitors of Cell Surface uPA Generation; cell surface uPA generation assay, qHTS; Potency, µM (series often up to 38.3 µM), for the others: at the highest dose activity change, negative = inhibition, hits mostly inhibitors; 330,000 compounds, 0.31% hits; active means well fitted inhibition curve with a large enough effect; inconclusive means small, poorly fitted or top-dose-only effect; inactive means no such curve, though single readings can be large or run the other way; tested in mouse RAW 264.7 cells; further: on the % scale 0 is the no-effect control and ±100 the full control effect; nearly all actives have a fitted effect of over 55% in size
MBNL1 CUG block: qHTS Assay for Inhibitors of MBNL1-poly(CUG) RNA binding; TR-FRET MBNL1-His/biotin-(CUG)12 binding, 665/545 ratio; Potency, µM (top dose mostly 57.5 µM), for inactives: at the highest dose activity change, negative = inhibition, actives largely listed as inhibitors; 280,000 compounds, 0.036% hits; AID 2675, 2010; active means well fitted inhibition curve with a large enough effect in the signal ratio, with a control signal flat, not every such curve was filed as active; inconclusive means small, poorly fitted or top-dose-only effect, or effect the other way, or a change in a side signal; inactive means no such curve, though single readings can be large or run the other way; the % refers to the signal ratio; further: on the % scale 0 is the no-effect control and ±100 the full control effect
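TR-FRET readout: Ex 340 nm, 665/545 nm emission ratio, normalized to buffer-only (basal) and MBNL1-(CUG)12 controls. Complex of MBNL1-His with Biotin-(CUG)12, compounds 92 nM–58 uM, incubated 60 min at room temperature.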
MLL CXXC-DNA inh: qHTS Fluorescence Polarization Assay for Inhibitors of MLL CXXC domain - DNA interaction; Histone-lysine N-methyltransferase 2A (Homo sapiens), Q03164; MLL-CXXC / FITC-HOXA9 DNA fluorescence polarization; Potency, µM (top dose mostly 115 µM), for the others: at the top dose activity change, negative = inhibition, usual class: inhibitors; 290,000 compounds, 0.037% hits; active means well fitted inhibition curve with a large enough effect in the polarisation, with a control signal flat, not every such curve was filed as active; inconclusive means small, poorly fitted or top-dose-only effect, or effect the other way, or a change in a side signal; inactive means no such curve, though single readings can be large or run the other way; the % refers to the polarisation
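Purified MLL-CXXC (added from a 7 uM solution) was preincubated 5 min at ambient with pinned compounds in 50 mM Tris-HCl pH 7.5, 50 mM NaCl, 1 mM DTT, 0.05% BSA. Fluorescein-labeled HOX-A9 DNA (50 nM solution) followed, 30 min, then polarization read.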
RORgamma inh: qHTS for inhibitors of ROR gamma transcriptional activity. Nuclear receptor ROR-gamma (Mus musculus), P51450. Drosophila S2 Gal4-RORgamma UAS-luciferase reporter, 20 h. Potency, µM (highest dose often 53.6 µM), for the others: top-dose activity change, negative = inhibition, hits mostly inhibitors. 310,000 compounds, 5.4% hits. AID 2551, 2010; further: on the % scale 0 is the no-effect control and ±100 the full control effect; nearly all actives have a fitted effect of over 60% in size
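Luminescence from a UAS-regulated Photinus luciferase reporter in stably transfected Drosophila Schneider cells is measured; decreased signal marks ROR gamma inhibition. Fusion expression is induced by 700 uM copper sulfate for 20 hr.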
VP16 counter: VP16 counterscreen qHTS for inhibitors of ROR gamma transcriptional activity; 310,000 compounds, 3.5% hits; Drosophila S2 Gal4-VP16 UAS-luciferase, luminescence, 20 h; Potency, µM (series often up to 53.6 µM), inactives show at the top dose activity, negative = inhibition, most hits filed as inhibitors; AID 2546, 2010;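 further: Gal4-VP16 expression switched on by copper sulfate through the metallothionein promoter; on the % scale 0 is the no-effect control and ±100 the full control effect; nearly all actives have a fitted effect of over 50% in size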
FLuc counter: qHTS profiling assay for firefly luciferase inhibitor/activator using purifed enzyme and Km concentrations of substrates (counterscreen for miR-21 project); purified FLuc, Km substrates, luminescence inhibition; Potency, µM (top dose mostly 57.5 µM), for inactives: at the top dose activity change, negative = inhibition, most hits filed as inhibitors; 360,000 compounds, 6.9% hits;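 further: plate controls were vehicle for no effect and reference inhibitor for full effect; nearly all actives have a fitted effect of over 55% in size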
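Purified P. pyralis luciferase, 10 nM final, with Km-level 10 uM D-luciferin and 10 uM ATP in 50 mM Tris acetate pH 7.5, 10 mM Mg acetate, 0.01% Tween-20, 0.05% BSA; 6-point qHTS titration about 60 µM downward; luminescence read.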
* = called active by the depositor; ? = inconclusive; · = no result given; [ ] = dose if it differs, or a comment. Unless noted, the call rests on the fitted dose curve; in most records, active means well fitted curve in the direction sought with a large enough effect; inconclusive means small, poorly fitted or top-dose-only effect, or another doubt; inactive means no such curve, though single readings can be large; an effect the other way counts as inactive or inconclusive. Potency means the concentration at half of the fitted maximal effect. This is a subset; the hit share may differ from the screen's.

SMILES	p53 reactivator	ELG1 genotox	Rab9 prom act	BRCA1 expr act	NPC1 prom act	uPA generation	MBNL1 CUG block	MLL CXXC-DNA inh	RORgamma inh	VP16 counter	FLuc counter
O=C(Oc1ccc(F)c(F)c1)c1ccc2c(=O)n3c(nc2c1)CCC3	7%	4%	-9%	4%	-3%	-4%	·	·	·	·	?
Cc1ccc(NC(=O)CSc2ccccc2)cc1S(=O)(=O)N1CCOCC1	2%	1%	1%	-9%	-2%	9%	·	·	·	·	2%
Cc1ccccc1N=Nc1ccc(O)c2ncccc12	?	12µM*	-28%	-94%	-12%	-13%	6%	10%	0.63µM*	0.89µM*	-8%
CCOC(=O)c1c(C)[nH]c(C)c1C(=O)COC(=O)c1sccc1C	-6%	3%	-7%	-12%	-1%	-3%	·	·	·	·	1%
CCCCCC(=O)N1CCCC(c2nc(-c3ccc(OC)cc3)no2)C1 (configuration not stated)	-1%	-4%	-1%	-16%	-1%	-2%	1%	2%	5%	-6%	-14%
Cc1cc(C(F)(F)F)n2ncc(-c3cccc(Br)c3)c2n1	7%	-3%	9%	-56%	12%	11%	4%	1%	-21%	2%	4%
COc1ccc(/C=C2\OC(=S)N(C)C2=O)cc1	7%	0%	-9%	-2%	-3%	6%	39%[activator]	-13%	29%	21%	-20%
O=[N+]([O-])c1ccc2c(c1)C(N1CCOCC1)/C(=C/COc1ccc(Cl)cc1Cl)O2 (configuration not stated)	4%	-3%	-10%	-35%	-2%	7%	2%	0%	?	-1%	-1%
Cc1cc(OCC(=O)N[C@@H](Cc2ccccc2)c2nc3ccccc3[nH]2)ccc1Cl	?	7%	-3%	-5%	-1%	2%	?	5%	20µM*	?	4%
O=C(COC(=O)c1cccc(S(=O)(=O)N2CCOCC2)c1)Nc1ncc(Cl)cc1Cl	-7%	7%	-3%	-1%	-10%	5%	·	·	·	·	14%
O=C(CN1C(=O)COc2ccccc2C1=O)c1ccc2c(c1)OCCO2	19%	5%	-3%	-3%	-4%	0%	-5%	-2%	-35%	-12%	6.7µM*
Cc1ccsc1C(=O)OCc1cc(=O)n2ccsc2n1	?	?	1.4µM*	?	2.5µM*	-2%	·	·	·	·	11µM*
Cc1onc(-c2ccc(Cl)cc2Cl)c1-c1csc(N/N=C/c2ccccc2)n1	1%	-9%	-13%	-58%	-8%	6%	·	2%	-20%	-10%	0%
O=c1cnnc(NCc2ccccc2)[nH]1	-2%	1%	8%	0%	3%	3%	0%	-2%	5%	0%	1%
Cc1cccc(NC2=CC(=O)OC(C)C2)c1 (configuration not stated)	-8%	1%	0%	-7%	1%	-8%	-3%	1%	-2%	4%	1%
CC(=O)Nc1ccc(C(=O)NCC2CCCCC2)cc1	4%	12%	-1%	18%	0%	-2%	3%	-1%	37%	26%	-8%
CCN(Cc1ccccc1)S(=O)(=O)c1ccc(C(=O)N(CCCN(C)C)c2nc3cc4c(cc3s2)OCCO4)cc1	14%	9%	-4%	-69%	-3%	-6%	·	·	·	·	1%
Cc1c(Cl)cccc1NC(=S)Nc1ccccn1	-1%	-7%	-25%	-73%	-25%	-3%	5%	2%	1µM*	?	4%
O=C1OC(/C(=C\Nc2cc(Cl)ccc2O)[N+](=O)[O-])c2ccccc21 (configuration not stated)	-11%	-5%	4%	-30%	-9%	-5%	21%	-9%	?	8%	?
O=C(Nc1cc(Oc2ccccc2)cc([N+](=O)[O-])c1)C12CC3CC(C1)CC(n1cnc(Cl)n1)(C3)C2	6%	-12%	1%	-70%	-4%	-3%	3%	25%	20%	-4%	-3%
CCN(CCCNC(=O)CCCN1C(=O)COc2ccc(C)cc21)c1cccc(C)c1	-3%	0%	3%	-36%	2%	4%	1%	-8%	41%	5%	3%
O=C(Cn1nnc(-c2ccccc2Cl)n1)N/N=C/c1ccc2c(c1)OCO2	1%	1%	0%	-1%	-3%	4%	2%	16%	9%	-2%	2%
CCOc1ccc(-n2nnnc2SCC(=O)NNC(=O)c2ccco2)cc1	-5%	1%	6%	-7%	5%	6%	-6%	6%	19%	1%	-5%
CC1CCN(C(=O)CCCC(=O)O)CC1	-7%	-1%	-2%	-5%	0%	2%	-14%	-4%	3%	7%	-1%
NS(=O)(=O)c1ccc(N=Cc2ccc(Br)s2)cc1	-4%	0%	0%	-19%	1%	3%	-9%	6%	-9%	-1%	0%
The list continues.
SMILES	p53 reactivator	ELG1 genotox	Rab9 prom act	BRCA1 expr act	NPC1 prom act	uPA generation	MBNL1 CUG block	MLL CXXC-DNA inh	RORgamma inh	VP16 counter	FLuc counter
Cc1cc2cc(CN(Cc3ccco3)C(=O)C3CCCCC3)c(=O)[nH]c2cc1C	-11%	2%	4%	-8%	-1%	3%	4%	6%	18%	2%	0%
CCCCCCC#Cc1ccc2c(c1)COc1c3ccccc3nn1-2	10%	17%	0.89µM*	?	0.79µM*	13%	5%	1%	-33%	-2%	?
O=C1ON=C(c2ccc([N+](=O)[O-])cc2)/C1=C/c1ccccc1O	0%	1%	8%	-12%	2%	2%	?	?	0%	?	?
Cc1ccc(Cn2c(C(=O)NCCCN3CCOCC3)cc3sccc32)cc1	-7%	-7%	-2%	-53%	-2%	·	-9%	7%	-12%	-12%	1%
CCOc1ccc(CCNC(=O)C2CCN(S(=O)(=O)CC)CC2)cc1OCC	0%	0%	-2%	10%	7%	-11%	-7%	6%	-1%	0%	-3%
Cc1ccc(N(CC(N)=O)C2SC(=O)N(Cc3ccccc3)C2=O)cc1 (configuration not stated)	7%	-1%	2%	0%	1%	-8%	19%	-2%	6%	9%	1%
O=C1CCCCCN1Cc1nnc(SCc2nc3ccccc3s2)n1-c1ccccn1	12%	?	?	-3%	18%	-1%	-14%	0%	2.5µM*	7.1µM*	7.6µM*
COc1ccc(CN2CC(=O)N3[C@H]4c5ccc(OC)cc5OC[C@@H]4[C@H](c4ccccc4)[C@]3(C)C2=O)cc1	-11%	-4%	-1%	-10%	-1%	9%	·	·	·	·	5%
S=c1[nH]nc(NCCCN2CCOCC2)s1	0%	-2%	1%	8%	-6%	9%	·	24%	-33%	-6%	?
COC(=O)c1ccc(C(=O)N2CCCC(CNC(=O)c3ccccc3Cl)C2)cc1 (configuration not stated)	9%	7%	-1%	22%	-2%	-1%	3%	-9%	30%	2%	-15%
C(#CCN1CCCC1)CC(c1ccccc1)c1ccccc1	-3%	-1%	-14%	-9%	-3%	-4%	-1%	-4%	-19%	-3%	0%
CC(CC(=O)NCc1ccc(Cl)cc1)S(=O)(=O)c1ccc2c(c1)NC(=O)CO2 (configuration not stated)	-3%	-12%	-4%	0%	1%	2%	-7%	-4%	2%	3%	4%

Pulled by compound from the entries so far:
SMILES	p53 reactivator	ELG1 genotox	Rab9 prom act	BRCA1 expr act	NPC1 prom act	uPA generation	MBNL1 CUG block	MLL CXXC-DNA inh	RORgamma inh	VP16 counter	FLuc counter
C(#CCN1CCCC1)CC(c1ccccc1)c1ccccc1	-3%	-1%	-14%	-9%	-3%	-4%	-1%	-4%	-19%	-3%	0%
COc1ccc(CN2CC(=O)N3[C@H]4c5ccc(OC)cc5OC[C@@H]4[C@H](c4ccccc4)[C@]3(C)C2=O)cc1	-11%	-4%	-1%	-10%	-1%	9%	·	·	·	·	5%
O=C1CCCCCN1Cc1nnc(SCc2nc3ccccc3s2)n1-c1ccccn1	12%	?	?	-3%	18%	-1%	-14%	0%	2.5µM*	7.1µM*	7.6µM*
CC(CC(=O)NCc1ccc(Cl)cc1)S(=O)(=O)c1ccc2c(c1)NC(=O)CO2 (configuration not stated)	-3%	-12%	-4%	0%	1%	2%	-7%	-4%	2%	3%	4%
O=C1ON=C(c2ccc([N+](=O)[O-])cc2)/C1=C/c1ccccc1O	0%	1%	8%	-12%	2%	2%	?	?	0%	?	?
